From PubChem
Mito fusion act = mitochondrial division inhibition or fusion activation. hit rate 0.23% among 320,000. Potency, µM (titrated, usually from 46.1 µM), inactives show top-dose growth rescue (activation), usual class: activators. S. cerevisiae fusion-defective mutant growth rescue, CellTiterGlo 48 h;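 also: potency is read from the fitted curve at half-maximal effect; % of control where 0% means no effect; nearly all actives have a fitted effect of over 45% in size; temperature-sensitive fusion mutants such as fzo1-1 at 37 °C on non-fermentable ethanol glycerol medium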
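Growth-rescue viability read-out: after 48 h at the non-permissive 37C in glycerol/ethanol YPEG, yeast mitochondrial fusion mutants are measured by CellTiterGlo luminescence; compounds (23 nl pinned per well) restoring growth score as division inhibitors or fusion activators.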
FLuc modulator = inhibits or activates purified firefly luciferase, miR-21 counter-screen. hit rate 6.9% among 360,000. Potency, µM (top dose mostly 57.5 µM), without a hit: top-dose activity change, negative = inhibition, actives largely listed as inhibitors. P08659. purified FLuc, Km substrates, luminescence inhibition;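 also: potency is read from the fitted curve at half-maximal effect; plate controls were vehicle for no effect and reference inhibitor for full effect; nearly all actives have a fitted effect of over 55% in size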
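Purified P. pyralis luciferase, 10 nM final, with Km-level 10 uM D-luciferin and 10 uM ATP in 50 mM Tris acetate pH 7.5, 10 mM Mg acetate, 0.01% Tween-20, 0.05% BSA; 6-point qHTS titration about 60 µM downward; luminescence read.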
ELG1 DNA repair = blocks ELG1-dependent DNA repair in HEK293T cells | Potency, µM (top dose mostly 46.1 µM), for inactives: at the top dose activity change, negative = inhibition, usual class: inhibitors | HEK293T ELG1-luciferase reporter, luminescence, 16 h; DNA damage induced by 5-fluorouridine | hit rate 2.3% among 330,000 | AID 504467; also: potency is read from the fitted curve at half-maximal effect; % is scaled to controls: 0 for no effect and ±100 for the full control effect; nearly all actives have a fitted effect of over 55% in size
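Quantitative HTS, concentration-response format. 2,000 cells/well co-treated with 5-fluorouridine and compound, 16 hr in 5% CO2 at 37 °C; ONE-Glo luminescence read after 30 min.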
RORg inh = ROR gamma (mouse) transcription inhibition. Potency, µM (top dose mostly 53.6 µM), inactives show top-dose activity change, negative = inhibition, usual class: inhibitors. P51450. Drosophila S2 Gal4-RORgamma UAS-luciferase reporter, 20 h. hit rate 5.4% among 310,000; also: potency is read from the fitted curve at half-maximal effect; % is scaled to controls: 0 for no effect and ±100 for the full control effect; nearly all actives have a fitted effect of over 60% in size
Target sequence (P51450 whole entry, looked up, the tested form may be a part): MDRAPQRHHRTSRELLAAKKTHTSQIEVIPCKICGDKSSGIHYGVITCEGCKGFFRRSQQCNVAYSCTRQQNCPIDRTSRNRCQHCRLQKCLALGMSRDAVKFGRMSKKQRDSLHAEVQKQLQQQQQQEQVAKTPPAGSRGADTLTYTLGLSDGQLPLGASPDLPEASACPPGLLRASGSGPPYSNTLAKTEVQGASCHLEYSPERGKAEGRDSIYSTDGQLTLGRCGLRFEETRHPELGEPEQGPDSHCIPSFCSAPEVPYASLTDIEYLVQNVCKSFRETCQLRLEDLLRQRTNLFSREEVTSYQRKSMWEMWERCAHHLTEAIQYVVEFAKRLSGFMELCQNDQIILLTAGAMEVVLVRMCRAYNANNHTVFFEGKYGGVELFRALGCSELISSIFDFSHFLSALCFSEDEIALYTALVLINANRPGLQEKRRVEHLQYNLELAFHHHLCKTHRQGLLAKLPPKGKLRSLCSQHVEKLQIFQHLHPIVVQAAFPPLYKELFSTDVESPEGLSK
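Drosophila S2 cells stably expressing Gal4-DBD/mouse RORγ fusion under metallothionein promoter plus UAS-luciferase; compound 1 h, then 700 uM CuSO4 induction for 20 h at ambient temperature; inhibition read as reduced luminescence.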
KCNH2 3.1 block = blocks the human KCNH2 3.1 channel isoform | activity change, % (tested at about 1.8 µM) | U2OS KCNH2 3.1, thallium flux FluxOr; stronger effect = lower value | hit rate 0.95% among 340,000 | AID 720553;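 active = maximum activity change below -70%; inconclusive = maximum activity change from -70% to -50%; inactive = maximum activity change above -50%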;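 also: thallium influx rate constant from kinetic fluorescence after stimulation buffer; % is scaled to controls: 0 for no effect and ±100 for the full control effect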
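Normalized rate constant (relative to positive and negative DMSO controls) derived from a 2 min kinetic fluorescence read after stimulation; U2OS cells expressing the 3.1 isoform via virus at 1.77 x 10^8 /mL.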
Menin MLL FP TR = displaces Texas Red mutant MLL peptide from human menin. O00255. Menin + Texas Red MLL mutant peptide, fluorescence polarization. Potency, µM (top dose mostly 61.6 µM), inactives show at the top dose FP activity change, negative = inhibition, hits mostly inhibitors. hit rate 0.23% among 270,000. AID 1768; active = well fitted inhibition curve with a large enough effect in the polarisation, with a control signal flat, not every such curve was filed as active; inconclusive = small, poorly fitted or top-dose-only effect, or effect the other way, or a change in a side signal; inactive = no such curve, though single readings can be large or run the other way; the % refers to the polarisation; also: potency is read from the fitted curve at half-maximal effect; % of control where 0% means no effect; many of its hits are not listed in these tables
Rab9 promoter act = activators of Rab9 promoter; Huh7 Rab9 promoter-luciferase reporter, luminescence, 24 h; Potency, µM (top dose mostly 9.22 µM), inactives show top-dose activation, negative = inhibition, hits mostly activators; hit rate 2.8% among 320,000; AID 485297; also: potency is read from the fitted curve at half-maximal effect; % of control where 0% means no effect; nearly all actives have a fitted effect of over 60% in size
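Luminescence read-out: Huh7 cells stably expressing Rab9-luciferase, treated 24 h with compound at 37 °C, then lysed with luciferase reagent for 10 min at ambient before reading.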
VP16 counter = counter-screen for ROR gamma inhibitors: Gal4-VP16 reporter; Potency, µM (titrated, usually from 53.6 µM), inactives show at the top dose activity, negative = inhibition, most hits filed as inhibitors; Drosophila S2 Gal4-VP16 UAS-luciferase, luminescence, 20 h; hit rate 3.5% among 310,000; AID 2546;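 also: Gal4-VP16 expression switched on by copper sulfate through the metallothionein promoter; potency is read from the fitted curve at half-maximal effect; % is scaled to controls: 0 for no effect and ±100 for the full control effect; nearly all actives have a fitted effect of over 50% in size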
NPC1 prom act = NPC1 promoter activation | Huh7 NPC1 promoter luciferase reporter, 24 h | Potency, µM (top dose mostly 9.22 µM), for inactives: at the highest dose activation, hits mostly activators | hit rate 2.4% among 320,000;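 also: potency is read from the fitted curve at half-maximal effect; % of control where 0% means no effect; nearly all actives have a fitted effect of over 60% in size; reporter is driven by a mutant NPC1 promoter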
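Quantitative HTS used a cell-based reporter: Huh7 cells stably bearing the NPC1 promoter upstream of luciferase were treated with compounds for 24 h, and promoter activation was read as luminescence.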
MBNL1 CUG block = inhibitors of human MBNL1 binding to CUG repeat RNA; TR-FRET MBNL1-His/biotin-(CUG)12 binding, 665/545 ratio; AID 2675; hit rate 0.036% among 280,000; Q9NR56; Potency, µM (top dose mostly 57.5 µM), for the others: top-dose activity change, negative = inhibition, hits mostly inhibitors; active = well fitted inhibition curve with a large enough effect in the signal ratio, with a control signal flat, not every such curve was filed as active; inconclusive = small, poorly fitted or top-dose-only effect, or effect the other way, or a change in a side signal; inactive = no such curve, though single readings can be large or run the other way; the % refers to the signal ratio; also: potency is read from the fitted curve at half-maximal effect; % is scaled to controls: 0 for no effect and ±100 for the full control effect
Target sequence (Q9NR56 whole entry, looked up): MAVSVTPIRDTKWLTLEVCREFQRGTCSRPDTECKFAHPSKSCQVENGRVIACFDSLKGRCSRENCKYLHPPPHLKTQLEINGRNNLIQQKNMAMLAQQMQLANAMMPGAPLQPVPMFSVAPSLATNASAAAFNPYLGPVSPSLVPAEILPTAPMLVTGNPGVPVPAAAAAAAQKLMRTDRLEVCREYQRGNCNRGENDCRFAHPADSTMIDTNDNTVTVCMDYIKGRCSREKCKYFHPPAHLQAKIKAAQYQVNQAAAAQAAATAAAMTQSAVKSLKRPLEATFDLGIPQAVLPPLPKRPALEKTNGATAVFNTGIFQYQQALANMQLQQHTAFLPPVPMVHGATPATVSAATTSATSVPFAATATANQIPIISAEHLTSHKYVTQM
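Ratiometric TR-FRET (665 over 545 nm, excitation 340 nm) tracks disruption of MBNL1-His/biotin-(CUG)12 complex after 60 min at room temperature, with compounds at 92 nM to 58 uM final.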
PKM2 activator = increases activity of human pyruvate kinase M2; Potency, µM (series often up to 57.5 µM), for the others: top-dose activation, hits mostly activators; AID 1631; P14618; purified PKM2, Kinase-Glo ATP luminescence, activation; response scale: 0% is enzyme alone, no compound; hit rate 0.34% among 260,000; also: potency is read from the fitted curve at half-maximal effect; % is scaled to controls: 0 for no effect and ±100 for the full control effect; nearly all actives have a fitted effect of over 55% in size
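ATP formation by purified human PK-M2, quantified via coupled luciferase luminescence after 1 h at room temperature with 0.1 mM ADP and 0.5 mM PEP final.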
The depositor's hits bear a star; ? = inconclusive; . = not tested or not shown; & = joins results of further samples; [ ] = remark or other dose. Unless noted, calls follow the shape of the dose curve; as a rule, active = well fitted curve in the direction sought with a large enough effect; inconclusive = small, poorly fitted or top-dose-only effect, or another doubt; inactive = no such curve, though single readings can be large; an effect the other way counts as inactive or inconclusive.

SMILES	Mito fusion act	FLuc modulator	ELG1 DNA repair	RORg inh	KCNH2 3.1 block	Menin MLL FP TR	Rab9 promoter act	VP16 counter	NPC1 prom act	MBNL1 CUG block	PKM2 activator
COC(=O)c1ccc(-c2noc(CN(Cc3ccccn3)CC3CCCO3)n2)cc1 (stereo unspecified)	-4%	-3%	-15%	-13%	-8	-25%	-7%	-11%	-1%	5%	-8%
Cn1c(SCC(=O)c2ccc3c(c2)Cc2ccccc2-3)nnc1-c1cccc(N)c1	-8%	?	1%	-4%	0	18%	10%	?	-14%	.	-6%
Cc1ccc(NC(=O)CCc2c(C)nn(-c3ccc(N4CCOCC4)nn3)c2C)c(C)c1	5%	-11%&3%	8%	-16%	4	3%	-3%	0%	-4%	21%	-5%
Cc1ccc(NC(=O)CCCN2C(=O)NC(C)(C)C2=O)cc1	-1%	-1%	1%	.	-6	.	-5%	.	0%	.	.
Cc1ccc(S(=O)(=O)N(CC(O)CN(C)C)c2ccccc2)cc1 (stereo unspecified)	-1%	1%	7%	-17%	-12	-16%	1%	15%	-1%	-2%	-8%
c1ccc2oc(-c3[nH]ncc3CN3CCC(N4CCSCC4)CC3)cc2c1	-24%	-2%	0%	35%	11	-22%	-32%[inhibitor]	-10%	0%	-10%	-8%
Cc1csc(NC(=O)CCc2ccc(S(=O)(=O)N3CCOCC3)cc2)n1	0%	0%	-24%	-1%	-13	0%	-3%	4%	2%	-5%	-5%
COc1cc2cc(C(c3nnnn3C3CCCCC3)N(C)C3CCCCC3)c(=O)[nH]c2cc1OC (stereo unspecified)	0%	-1%	?	13%	-26	-13%	2%	-12%	-1%	?	-4%
N=C1/C(=C\c2ccc(Br)o2)C(=O)N=C2SC(CC(=O)N3CCOCC3)=NN12	3%	-7%	24%	-22%	36	?	-5%	-2%	1%	12%	-6%
CSc1nnc2n(C)c3c(c(=O)n12)C1(CCCC1)Cc1ccccc1-3	5%	3%	5%	-2%	2	-11%	0%	0%	1%	0%	1%
CCOC(=O)c1ccc(NC(=S)N2CCN(c3ccccn3)CC2)cc1	-2%	1%	-8%	5%	-8	23%	3%	-8%	2%	10%	0%
Cc1cc(C)n(-c2ccc(Cl)c(C(=O)OCC(N)=O)n2)n1	0%	-1%	3%	13%	-1	.	7%	6%	-3%	2%	-2%
CN(C(=O)C1CCOC1)c1nnc(-c2cnccn2)s1 (stereo unspecified)	-5%	-11%	?	-2%	-11	2%[11.7 µM]	9%	13%	-5%	?	-3%
CCOc1ccc(Cc2c(Cl)nc(SC)nc2OC)cc1	2%	-2%	22%	18%	0	?	-3%	-7%	2%	3%	0%
NCCCNC(=O)c1ccc(/C=N/O)nc1	-6%	1%	6%	0%	0	6%	-2%	-3%	-4%	9%	2%
Cc1nc2ccccc2c2c1C(=O)NC2=O	-1%	5%	-16%	-21%	.	.	0%	-5%	-2%	?	2%
CCOC(=O)c1ccc(NC(=O)Cn2nc(C)c3ccccc3c2=O)cc1	3%	-9%	3%	9%	0	7%	0%	2%	11%	-6%	1%
COc1ccc(-c2c(C)n([O-])c(C)c(-c3ccccc3)[n+]2=O)cc1OC	-1%	2%	-1%	6%	23	11%	1%	2%	-9%	13%	-2%
O=C(NCC1CCN(S(=O)(=O)c2ccccc2)CC1)Nc1ccc(F)cc1F	0%	1%	0%	32%	3	.	-2%	-12%	0%	-1%	0%
CC1(C)CC(=O)CC(C2(O)C(=O)N(Cc3ccccc3)c3ccccc32)O1 (stereo unspecified)	3%	9%	3%	-13%	5	-8%	-3%	-7%	1%	4%	-2%
CCCCOc1ccc(C(=O)NCC(=O)N(C)CC(=O)Nc2ccc(N3CCOCC3)cc2)cc1	-3%	?	-2%	.	-3	.	-2%	.	-4%	.	.
O=C(CN1CCN(Cc2ccc(Cl)cc2)C1=O)NCc1cccs1	?	1%	-22%	?	1	-5%	-5%	-15%[10 µM]	-4%	11%	-3%
COc1ccccc1NS(=O)(=O)CC12CCC(CC1=O)C2(C)C (stereo unspecified)	-1%	-1%	14%	-3%	6	-2%	-1%	9%	3%	-5%	-14%
CCOC(=O)N1CCN(C(=S)Nc2cccc(C)c2)CC1	-11%	-1%	-6%	-41%	-22	-25%	0%	-4%	-4%	-10%	0%
O=C(NCc1ccc(Cl)cc1Cl)c1ccccn1	20%	-2%	14%	-9%	-8	-2%	5%	-16%	2%	-1%	-19%
CC(=O)Nc1csc2ccccc12	3%	1%	3%	22%	-15	-2%	0%	19%	1%	-5%	?
Clc1ccc2ccc3cccnc3c2n1	-3%	-3%	7%	13µM*	1	-24%	-9%[1.84 µM]	?	1%	-16%	.
COc1ccc(/C=C/C(=O)NC(=S)Nc2ccc(S(=O)(=O)Nc3ccc(OC)nn3)cc2)cc1	-5%	?	9%	?	9	?	0%	5%	-11%	.	-3%
CC(=O)N1CCC(=NNS(=O)(=O)c2cccc([N+](=O)[O-])c2)CC1	-3%	2%	-2%	16%	-15	4%	2%	-2%	-1%	?	-4%
O=C(Nc1ccccc1)C1=C[C@@H](c2ccc(C(F)(F)F)cc2)C[C@@H](OCc2ccc(CO)cc2)O1	6%	2%	?	?	3	21%	0%	?	-4%	4%	0%
CCn1cc(Br)c(C(=O)Nc2ccc(Cl)c(Cl)c2)n1	6%	?	?	?	-24	?	3.5µM*	-3%	?	-5%	0%
O=C(CSCc1c(Cl)cccc1Cl)Nc1ccc2c(c1)OCO2	-1%	?	-6%	-29%	-1	-12%	-4%	2%	6%	6%	-14%
CCCCCCNC(=O)N1C/C=C\C(c2ccc(OC)cc2)N(Cc2ccc(F)cc2)C(=O)C1 (stereo unspecified)	9%	16%	4%	?	.	-6%	-3%	5%&2%	-2%	-7%	-1%
CCOc1ccc(S(=O)(=O)N2CCN(c3ccccc3)CC2)c2cccnc12	6%	-3%	-22%	-2%	6	16%	-5%	-4%	1%	9%	-18%
O=C(CCS(=O)(=O)c1ccccc1)Nc1ccc(N2CCN(Cc3ccccc3)CC2)cc1	7%	2%	-17%	.	-8	.	-1%	.	-2%	.	.
Cc1ccc2c(c1)N(C(=O)CCC(=O)NCCCN1CCOCC1)CCO2	1%	-2%	?	-8%	-128*	-4%	-1%	-14%	2%	-2%	0%
CC(=O)Nc1cccc(N2CCCC2=O)c1	-3%	-15%	5%	1%	6	-9%	-1%	-2%	-2%	7%	-3%
CC(C)(C)c1cc(NC(=O)c2cccnc2)no1	0%	-19%	?	15%	-7	5%	17%	11%	-2%	-7%	-7%
NC(=S)NN=C1c2ccccc2-c2ccccc21	30%	-20%	?	1.3µM*	3	72%[activator]	-9%	4µM*	-8%	25%	.
CNC(=O)/C(C#N)=C\c1cc(C)n(-c2ccc(N3CCOCC3)cc2)c1C	2%	-2%	?	-3%	-12	-2%	4%	1%	2%	28%	-2%
CCOc1ccc(NC(=O)COC(=O)Cn2cnnn2)cc1OCC	-4%	-13%	9%	-15%	-9	-1%	-6%	-5%[0.365 µM]	-3%	-2%	1%
Cc1ccc2cc(CCl)c(Cl)nc2c1	6%	?	18%	-8%	12	.	1%	2%	3%	12%	-2%
CCOC(=O)c1ccc(NC(=O)Nc2cc(C)on2)cc1	1%	-11%	1%	-4%	4	1%	17%	-4%	15%	?	6%
COc1cc(/C=C2\SC(=N)N(c3ccc4c(c3)OCO4)C2=O)cc(OC)c1O	-1%	2%	-7%	-1%	0	?	-5%	-1%	-1%	-1%	1%
Cc1ccc(C(C)C)c(OCC(=O)N/N=C/c2cccn2C)c1	3%	2%	18µM*	?	18	.	-3%	?	-4%	0%	0%
CC1(C)CC2(CCO1)OC(=O)CC2C(=O)Nc1ccc(Cl)cc1[N+](=O)[O-] (stereo unspecified)	0%	-1%	0%	1%	11	.	-1%	-2%	-4%	.	0%
COc1ccc(NC(=O)CN2C(=O)NC3(CCCCC3C)C2=O)cc1OC (stereo unspecified)	-1%	5%	15%	.	-7	.	3%	.	2%	.	.

Only part of the results is shown; rates above refer to the full screens.
